ROS inducer: ROS inducers in U2OS cancer cells, primary screen, cell-based, H2DCF-DA fluorescence. U2OS ROS induction. ROS induction (% of piperlongumine), % at 10 µM. 46,000 tested, 2% active. AID 624156, 2012; in the data active = ROS induction above about 79%, passing the limit was not always enough; inconclusive = no clear call, values can overlap the other calls;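 also: 0% = DMSO vehicle median and 100% = reference compound median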
The depositor's hits bear a star; ? = inconclusive.

mol,ROS inducer
COC(=O)C1=COC(O[C@@H]2O[C@H](CO)[C@@H](O)[C@H](O)[C@H]2O)[C@@H]2[C@@H](C)[C@@H](OC(=O)/C=C/c3ccc(O)c(O)c3)[C@@H](O)[C@H]12 (some centres not stated),-6.6
COc1ccc(S(=O)(=O)N(C)CC(=O)Nc2cc(C(F)(F)F)ccc2Cl)cc1C,5.3
Cc1noc(C)c1S(=O)(=O)Nc1ccc2c(c1)C(=O)N([C@H](C)CO)C[C@H](C)[C@H](CN(C)Cc1ccc(Oc3ccccc3)cc1)O2,17.1
C[C@H](CO)N1C[C@H](C)[C@H](CN(C)Cc2ccncc2)Oc2ccc(NS(=O)(=O)c3cn(C)cn3)cc2CC1=O,-0.8
C[C@H]1CN([C@@H](C)CO)C(=O)c2cccc(NC(=O)Nc3ccc(F)cc3)c2O[C@H]1CN(C)Cc1ccc(C(F)(F)F)cc1,12.1
C[C@H](CO)N1C[C@H](C)[C@@H](CN(C)S(=O)(=O)c2ccc(Cl)cc2)Oc2c(NS(=O)(=O)c3ccccc3)cccc2C1=O,-0.4
CC(=O)N[C@@H](Cc1c[nH]c2ccccc12)C(N)=O,6.8
O=C1C[C@@H](c2ccc(O)cc2)Oc2cc(O)c([C@@H]3O[C@H](CO)[C@@H](O)[C@H](O)[C@H]3O)c(O)c21,-11.1
Cn1c(-c2ccccc2)c[nH]c1=S,-2.4
COc1ccc(-c2cnc3c(c2)C(=O)N([C@H](C)CO)C[C@H](C)[C@H](CN(C)Cc2ccc4c(c2)OCO4)O3)cc1,2.6
O=C(CC1NC2CCCCC2NC1=O)Nc1ccc(Cl)c(Cl)c1 (configuration not stated),4.4
C[C@H](CO)N1C[C@H](C)[C@H](CN(C)Cc2ccc(C(F)(F)F)cc2)Oc2ccc(NC(=O)Nc3ccc4c(c3)OCO4)cc2CC1=O,45.5
CC1=CC(C)(C)N(C(=O)/C=C/c2ccccc2)c2ccc(C)cc21,-1.2
Cc1cc(Cl)c(S(=O)(=O)Nc2cccc(Br)c2)cc1OCC(N)=O,-10.3
Cc1ccc(C(C)C)c(OCC(=O)Nc2ccccc2C#N)c1,16.0
C[C@@H]1CN([C@H](C)CO)C(=O)c2cccc(NC(=O)Nc3ccc(F)cc3)c2O[C@@H]1CN(C)C(=O)NC1CCCCC1,3.9
C[C@@H]1CN([C@@H](C)CO)C(=O)Cc2cc(NC(=O)Cc3ccccc3)ccc2O[C@@H]1CN(C)C(=O)NC1CCCCC1,4.6
C/C(=C\CC(C)(C)/C=C/Cc1ccoc1)C(=O)O,-7.8
COc1cccc(NC(=O)CSc2nnc(-c3ccc(Cl)cc3)n2C)c1,-15.9
O=C(NO)c1cccc(C(=O)N/N=C/c2cc(Br)cc([N+](=O)[O-])c2O)c1,5.4
C[C@H](CO)N1C[C@H](C)[C@@H](CN(C)C(=O)Nc2ccc(C(F)(F)F)cc2)Oc2ccc(NC(=O)C3CCCCC3)cc2C1=O,18.8
CNC[C@H]1Oc2ccc(NS(=O)(=O)c3ccc(C)cc3)cc2CC(=O)N([C@@H](C)CO)C[C@H]1C,11.2
C[C@H](CO)N1C[C@H](C)[C@@H](CN(C)Cc2ccc(Cl)c(Cl)c2)Oc2c(NC(=O)Nc3cccc4ccccc34)cccc2C1=O,0.2
O=C1O[C@H](c2ccccc2)[C@H](c2ccccc2)N2[C@H]1[C@@H](C(=O)N1CCCCCCC1)[C@]1(C(=O)Nc3ccc(C#CC4(O)CCCCCC4)cc31)[C@H]2c1ccccc1OCCO,49.6
C[C@H]1CN([C@@H](C)CO)C(=O)Cc2cc(NC(=O)NC3CCCCC3)ccc2O[C@H]1CN(C)Cc1ccc(-c2ccccc2)cc1,9.8
Cc1ccc(S(=O)(=O)Nc2ccc3c(c2)C(=O)N([C@H](C)CO)C[C@H](C)[C@H](CN(C)S(C)(=O)=O)O3)cc1,-3.1
C[C@@H]1CN([C@@H](C)CO)C(=O)c2cccc(NS(C)(=O)=O)c2O[C@H]1CN(C)Cc1ccc(Oc2ccccc2)cc1,9.9
C[C@@H]1CN([C@@H](C)CO)C(=O)c2cc(NC(=O)Cc3ccccc3)ccc2O[C@@H]1CN(C)S(=O)(=O)c1ccc(F)cc1,-2.5
Cc1noc(C)c1NC(=O)N(C)C[C@H]1Oc2c(NC(=O)C3CCOCC3)cccc2C(=O)N([C@@H](C)CO)C[C@H]1C,-6.6
O=c1c(OC2OC(CO)C(O)C(O)C2OC2OC(CO)C(O)C(O)C2OC2OC(CO)C(O)C(O)C2O)c(-c2ccc(O)c(O)c2)oc2cc(O)cc(O)c12 (configuration not stated),-2.3
C[C@H]1CN([C@@H](C)CO)C(=O)Cc2cc(NC(=O)Cn3cnnn3)ccc2O[C@@H]1CN(C)S(=O)(=O)c1cn(C)cn1,4.1
O=C(Nc1ccc(N2CCCCC2)cc1)c1ccncc1,87.2*
COc1ccc(CN(C)C[C@H]2Oc3c(NC(=O)C4CC4)cccc3C(=O)N([C@@H](C)CO)C[C@@H]2C)cc1,41.3
O=C(CSc1nc2ccc(NC(=O)c3ccccc3Cl)cc2s1)Nc1ccc(F)cc1,20.1
C[C@H]1CN([C@@H](C)CO)C(=O)c2cccc(NC(=O)C3CCOCC3)c2O[C@H]1CN(C)Cc1ccccc1,2.8
COc1ccc(S(=O)(=O)N(C)C[C@H]2OCCCC[C@@H](C)Oc3ccc(NS(=O)(=O)c4cn(C)cn4)cc3C(=O)N([C@H](C)CO)C[C@@H]2C)cc1,-7.9
CC12CCC(CC(=O)c3ccccc3)(CC1)CC2,-0.5
COc1ccc(NC(=O)CCn2c(=O)[nH]c3ccccc3c2=O)cc1OC,-16.3
C[C@H](CO)N1C[C@H](C)[C@@H](CN(C)C(=O)Nc2ccccc2)Oc2c(NC(=O)NC3CCCCC3)cccc2C1=O,-4.4
C[C@@H]1CN([C@@H](C)CO)C(=O)c2cccc(NC(=O)c3nc4ccccc4s3)c2O[C@H]1CN(C)S(=O)(=O)c1ccc(F)cc1,24.8
COc1ccc(CCNC(=O)CCn2c(SCC#N)nc3ccccc3c2=O)cc1OC,24.0
COc1cc(OC)cc(C(=O)Nc2cccc3nsnc23)c1,-0.1
C[C@@H]1CCCCO[C@@H](CN(C)Cc2ccc(C(=O)O)cc2)[C@@H](C)CN([C@H](C)CO)C(=O)c2cc(NS(=O)(=O)c3cccs3)ccc2O1,-5.4
O=C(NC1CCCC1)c1ccc(COc2cc(Cl)ccc2Cl)o1,1.0
COc1ccc(S(=O)(=O)N(C)C[C@@H]2Oc3c(NC(=O)Nc4ccc(F)cc4)cccc3C(=O)N([C@@H](C)CO)C[C@H]2C)cc1,-1.5
C[C@H]1CN([C@@H](C)CO)C(=O)Cc2cc(NC(=O)Nc3ccc4c(c3)OCO4)ccc2O[C@@H]1CN(C)S(=O)(=O)c1cccs1,-2.2
Cc1ccc2sc(-c3ccc(N4C(=O)C5CC=CCC5C4=O)cc3)nc2c1 (configuration not stated),-6.7
Cc1ccc(S(=O)(=O)c2no[n+]([O-])c2S(=O)(=O)c2ccc(C)cc2)cc1,?
Cc1ccc(F)c(NC(=O)CSc2ncn(-c3ccccc3)n2)c1,-6.5
C[C@H](CO)N1C[C@H](C)[C@H](CN(C)S(=O)(=O)c2ccc(F)cc2)Oc2c(NC(=O)Nc3cccc4ccccc34)cccc2C1=O,58.1

Later entries:
mol,ROS inducer
Cc1noc(C)c1NC(=O)Nc1ccc2c(c1)CC(=O)N([C@@H](C)CO)C[C@@H](C)[C@@H](CN(C)S(=O)(=O)c1c(C)noc1C)O2,85.2*
Cc1noc(C)c1NC(=O)N(C)C[C@@H]1Oc2c(NC(=O)NC(C)C)cccc2C(=O)N([C@@H](C)CO)C[C@@H]1C,-6.2
C[C@@H]1CN([C@@H](C)CO)C(=O)c2cc(NC(=O)C3CCCCC3)ccc2O[C@@H]1CN(C)C(=O)Nc1cccc2ccccc12,11.7
C[C@@H]1CN([C@H](C)CO)C(=O)Cc2cc(NS(=O)(=O)c3ccc(F)cc3)ccc2O[C@@H]1CN(C)S(=O)(=O)c1ccc(Cl)cc1,15.3
C[C@H](CO)N1C[C@H](C)[C@H](CN(C)CC2CCCCC2)Oc2c(NS(=O)(=O)c3ccccc3)cccc2C1=O,-7.1
CCn1c(C(=O)N2CCC(C(=O)NCc3ccc(Cl)cc3)CC2)cc2occc21,11.9
O=S(=O)(Nc1ccc(Cl)cn1)c1cccc(S(=O)(=O)c2ccccc2)c1,-7.4
O=C(c1ccccc1)N1Cc2ccccc2[C@H]2OC(c3ccc(OCCCO)cc3)=N[C@@]2(CCS(=O)(=O)c2ccccc2)C1=O,99.9*
C[C@@H]1CN([C@@H](C)CO)C(=O)c2cc(NS(=O)(=O)c3ccc(F)cc3)ccc2O[C@H]1CN(C)S(C)(=O)=O,0.8
Cc1c(N=C2c3ccccc3-c3ccccc32)c(=O)n(-c2ccccc2)n1C,-5.8

2 entries from above in a different format.
O=C(c1ccccc1)N1Cc2ccccc2[C@H]2OC(c3ccc(OCCCO)cc3)=N[C@@]2(CCS(=O)(=O)c2ccccc2)C1=O
- ROS inducer = 99.9*
CCn1c(C(=O)N2CCC(C(=O)NCc3ccc(Cl)cc3)CC2)cc2occc21
- ROS inducer = 11.9

The results go on:
mol,ROS inducer
C[C@@H]1CN([C@H](C)CO)C(=O)Cc2cc(NS(=O)(=O)c3ccccc3)ccc2O[C@H]1CN(C)C(=O)Nc1ccc2c(c1)OCO2,12.4
COC(=O)CSCc1n[nH]c(=O)c2ccccc12,-5.4
CC(=O)Nc1ccc(NC(=O)CN(c2ccc(C)cc2C)S(C)(=O)=O)cc1,-6.1
CN(C)CCNc1cn[nH]c(=O)c1Cl,-18.4
Cc1ccc(C(=O)Oc2c(C)cc(-c3nn(C)c(=O)c4ccccc34)cc2C)cc1,69.1
COc1ccc2ncnc(NCc3ccc4c(c3)OCO4)c2c1,6.8
C[C@@H]1CN([C@H](C)CO)C(=O)c2cc(NS(=O)(=O)c3cccs3)ccc2O[C@@H]1CN(C)Cc1ccncc1,-14.9
COc1ccc(S(=O)(=O)N(C)C[C@H]2Oc3c(NC(=O)C4CC4)cccc3C(=O)N([C@H](C)CO)C[C@H]2C)cc1,-6.2
CN(C)S(=O)(=O)c1ccc(NC(=O)CCC(=O)O)cc1,-5.9
O=c1n(CCCN2CCN(c3cccc(Cl)c3)CC2)nc2ccccn12,-0.9

Random excerpt: 3 records from the list
mol,ROS inducer
CN(C)S(=O)(=O)c1ccc(NC(=O)CCC(=O)O)cc1,-5.9
C[C@H](CO)N1C[C@H](C)[C@H](CN(C)S(=O)(=O)c2ccc(F)cc2)Oc2c(NC(=O)Nc3cccc4ccccc34)cccc2C1=O,58.1
C/C(=C\CC(C)(C)/C=C/Cc1ccoc1)C(=O)O,-7.8

Next part:
mol,ROS inducer
Cc1cccn2c(=O)c3cc(C(=O)NCC4CCCO4)c(=N)n(C4CCCCC4)c3nc12 (configuration not stated),95.9*
C[C@@H]1CN([C@@H](C)CO)C(=O)Cc2cc(NS(=O)(=O)c3ccc(F)cc3)ccc2O[C@@H]1CN(C)C(=O)Nc1ccc(F)cc1,6.4
CC(C)NC(=O)Nc1ccc2c(c1)C(=O)N([C@@H](C)CO)C[C@H](C)[C@@H](CN(C)C(=O)Nc1ccc3c(c1)OCO3)O2,-6.9
CC(C)n1c(=S)[nH]c2ccccc2c1=O,-10.5
C[C@H](CO)N1C[C@H](C)[C@H](CN(C)C(=O)Nc2ccc(F)cc2)Oc2ccc(NC(=O)Nc3ccc(F)cc3)cc2C1=O,17.2
CCn1c(SCC(=O)Nc2ccc3c(c2)OCCO3)nnc1-c1ccccc1,5.1
CCc1cccc(C)c1NC(=O)CSc1nc2cc(C)cc(-n3nc4ccccc4n3)c2o1,-8.7
O=C(Nc1nccs1)C12CC3CC(C1)CC(C(=O)Nc1nccs1)(C3)C2,-3.1
C[C@H]1CN([C@@H](C)CO)C(=O)Cc2cc(NC(=O)Nc3cccc4ccccc34)ccc2O[C@H]1CN(C)S(=O)(=O)c1ccc(Cl)cc1,3.2
C[C@H]1CN([C@@H](C)CO)C(=O)c2cc(NC(=O)CCCCCC(=O)Nc3ccccc3N)ccc2O[C@H]1CN(C)Cc1ccc2c(c1)OCO2,2.1
C[C@@H]1CN([C@@H](C)CO)C(=O)Cc2cc(NC(=O)CCCCCC(=O)Nc3ccccc3N)ccc2O[C@@H]1CN(C)S(=O)(=O)c1cccs1,5.3
COC(=O)CCN(C(=O)c1ccc(C)c([N+](=O)[O-])c1)c1ccccn1,-4.9
CC(C)NS(=O)(=O)c1ccc(OCC(=O)O)c(Cl)c1,-5.6
C[C@@H]1CN([C@H](C)CO)C(=O)c2cc(N(C)C)ccc2O[C@@H]1CN(C)Cc1ccc(-c2ccccc2)cc1,6.3
Cn1nnnc1SCC(=O)Nc1ccc(Oc2ccccc2)cc1,-10.7
C[C@H](CO)N1C[C@H](C)[C@H](CN(C)Cc2ccc(Oc3ccccc3)cc2)Oc2ccc(NC(=O)c3ccncc3)cc2C1=O,23.1
N#Cc1cc(C#N)c(SCC(=O)NC2CCCCC2)nc1N,43.7
Clc1ccc(OCCSc2ncnc3ccccc23)cc1,10.0
O=C(COc1ccc(Cl)cc1Br)Nc1ccccc1C(=O)Nc1ccccc1,6.7
CN1C(=O)c2ccccc2Sc2ccc(C(=O)O)cc21,-4.7
Cc1ccc(Cl)cc1NC(=O)CN(c1ccccc1F)S(C)(=O)=O,-9.2
C[C@@H]1CN([C@H](C)CO)C(=O)c2cc(NS(C)(=O)=O)ccc2O[C@H]1CN(C)Cc1ccc(C(=O)O)cc1,?
CCC(=O)c1ccccc1OCCCN1C(=O)NC(C)(C)C1=O,4.3

Screening results: PubChem, Broad Institute

An excerpt; rates above refer to the full screens.
